Bioassay records (PubChem)
USP2a block = qHTS Assay for Inhibitors of Ubiquitin-specific Protease USP2a Using CHOP2 as the Reporter; USP2 core, Ub-CHOP2 coupled fluorogenic reporter, 485/531; Potency, µM (doses to about 38.3 µM), for inactives: top-dose activity change, negative = inhibition, usual class: inhibitors; Ubiquitin carboxyl-terminal hydrolase 2 (Homo sapiens), O75604; AID 463254, 2010; hit rate 0.01% among 330,000;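 note: potency is the fitted concentration of half-maximal effect; plate controls were DMSO wells for no effect and full inhibition by NEM control for full effect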
Target sequence (O75604 whole entry, looked up): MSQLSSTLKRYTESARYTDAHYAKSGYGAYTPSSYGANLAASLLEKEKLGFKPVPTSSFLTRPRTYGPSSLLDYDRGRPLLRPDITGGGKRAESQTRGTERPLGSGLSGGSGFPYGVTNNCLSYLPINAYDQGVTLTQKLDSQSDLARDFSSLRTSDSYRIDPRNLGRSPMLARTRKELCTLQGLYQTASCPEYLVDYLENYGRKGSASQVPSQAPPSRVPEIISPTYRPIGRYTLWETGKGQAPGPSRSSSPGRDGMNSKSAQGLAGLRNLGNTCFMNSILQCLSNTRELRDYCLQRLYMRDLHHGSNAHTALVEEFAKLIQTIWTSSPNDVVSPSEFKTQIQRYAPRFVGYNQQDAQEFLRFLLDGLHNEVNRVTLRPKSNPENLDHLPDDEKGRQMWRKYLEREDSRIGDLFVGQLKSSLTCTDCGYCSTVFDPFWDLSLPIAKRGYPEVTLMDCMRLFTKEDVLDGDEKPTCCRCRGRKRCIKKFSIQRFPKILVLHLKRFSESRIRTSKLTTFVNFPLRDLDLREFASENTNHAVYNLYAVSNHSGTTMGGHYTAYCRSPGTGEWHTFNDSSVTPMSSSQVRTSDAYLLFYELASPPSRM
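Cell-free coupled assay: 10nM USP2 core preincubated 30min RT with compound in Tris-HCl pH 8.0/CaCl2/CHAPS buffer, then 25nM Ub-CHOP2 and 25nM reporter substrate; fluorescence (Ex 485/Em 531) read after 60min RT, normalized to NEM inhibition, concentration-response curves fitted.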
ELG1 DNA repair = qHTS screen for small molecules that inhibit ELG1-dependent DNA repair in human embryonic kidney (HEK293T) cells expressing luciferase-tagged ELG1 | HEK293T ELG1-luciferase reporter, luminescence, 16 h; DNA damage induced by 5-fluorouridine | Potency, µM (highest dose often 46.1 µM), for inactives: at the top dose activity change, negative = inhibition, most hits filed as inhibitors | hit rate 2.3% among 330,000; note: potency is the fitted concentration of half-maximal effect; % is set by controls: 0 for no effect and ±100 for the full control effect; nearly all actives have a fitted effect of over 55% in size
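In this reporter screen, reduction of luminescence relative to DMSO vehicle indicated activity. Compounds and 5-fluorouridine were added together to 2,000 cells per well, incubated for 16 hr at 37 °C, then developed with ONE-Glo.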
B2AR arrestin = qHTS assay of beta-arrestin-biased ligands of beta2-adrenergic receptor. hit rate 0.02% among 330,000. Beta-2 adrenergic receptor (Homo sapiens), P07550. beta-arrestin recruitment to beta2AR, cell-based reporter. Potency, µM (series often up to 46.1 µM), inactives show at the highest dose activation, actives largely listed as activators;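 note: potency is the fitted concentration of half-maximal effect; 0% = DMSO controls and full agonism = EC100 isoproterenol or metaproterenol; nearly all actives have a fitted effect of over 65% in size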
uPA generation = qHTS for Inhibitors of Cell Surface uPA Generation; cell surface uPA generation assay, qHTS; Potency, µM (series often up to 38.3 µM), inactives show top-dose activity change, negative = inhibition, hits mostly inhibitors; hit rate 0.31% among 330,000; active = well fitted inhibition curve with a large enough effect; inconclusive = small, poorly fitted or top-dose-only effect; inactive = no such curve, though single readings can be large or run the other way; tested in mouse RAW 264.7 cells; note: potency is the fitted concentration of half-maximal effect; % is set by controls: 0 for no effect and ±100 for the full control effect; nearly all actives have a fitted effect of over 55% in size
TSHR antagonist = Antagonists of the Thyroid Stimulating Hormone Receptor: HTS campaign; Thyrotropin receptor (Homo sapiens), P16473; hit rate 0.2% among 330,000; TSHR-expressing cells, TSH-stimulated cAMP HTRF, 2 h; stronger effect = lower value; activity change, negative = inhibition, % at 11.5 µM;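 active = activity change below a set negative limit, meaning inhibition stronger than a set level, cut at about -70% in these data; inconclusive = activity change between two set negative limits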; note: % is set by controls: 0 for no effect and ±100 for the full control effect
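TSHR-expressing cells were treated with compounds, then stimulated with TSH at EC80 (4nM final) for 2 hours at 37 deg C. Cellular cAMP was measured by HTRF competition between lysate cAMP and cAMP-d2 for a cryptate-labelled anti-cAMP antibody.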
Eya2 inh = qHTS Assay for Inhibitors of the Phosphatase Activity of Eya2 | AID 488837, 2010 | Potency, µM (doses to about 76.9 µM), without a hit: at the top dose activity, negative = inhibition, actives largely listed as inhibitors | recombinant Eya2, OMFP fluorescence dephosphorylation (OMFP is methylfluorescein phosphate) | hit rate 0.006% among 330,000; note: potency is the fitted concentration of half-maximal effect; % is set by controls: 0 for no effect and ±100 for the full control effect
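Eya2 protein (added as 0.2 uM solution) was preincubated with compound for 10 min at ambient temperature in 50 mM HEPES pH 7.5, 50 mM NaCl, 5 uM MgCl2, 0.05% BSA, 1 mM DTT. OMFP (added at 50 uM) then reacted 10 min; fluorescence read at 485/525 nm.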
Chronic BCR inh = qHTS Assay to Find Inhibitors of Chronic Active B-Cell Receptor Signaling; AID 493014, 2011; Potency, µM (top dose mostly 46.1 µM), for the others: at the highest dose ratio change, negative = lower green/red ratio, most hits filed as inhibitors; ABC-DLBCL IkBa-CBG/CBR reporter, luminescence ratio, 4 h; hit rate 0.05% among 340,000; active = well fitted inhibition curve with a large enough effect in the signal ratio, with a control signal flat, not every such curve was filed as active; inconclusive = small, poorly fitted or top-dose-only effect, or effect the other way, or a change in a side signal; the % refers to the signal ratio;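 note: potency is the fitted concentration of half-maximal effect; plate controls were basal doxycycline-induced cells for no effect and cells given 10 µM MG132 for full effect; MG132 reads +100%, hits lower the ratio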
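Doxycycline induced both beetle luciferases in TMD8 lymphoma cells; IKK-driven degradation limits the IkappaBalpha-fused green signal, while red luminescence normalises for cell number and nonspecific effects. Compounds tested up to 46 uM, 4 hrs.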
Tb PFK inh = qHTS Assay to Find Inhibitors of T. brucei phosphofructokinase. ATP-dependent 6-phosphofructokinase (Trypanosoma brucei brucei), O15648. T. brucei PFK, ADP-Glo luminescence. Potency, µM (doses to about 57.5 µM), without a hit: top-dose activity, negative = inhibition, actives largely listed as inhibitors. hit rate 0.17% among 330,000. AID 485367, 2010;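 note: potency is the fitted concentration of half-maximal effect; 0% = uninhibited 1x PFK enzyme wells and -100% = no-enzyme wells; nearly all actives have a fitted effect of over 60% in size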
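ADP-Glo luminescence quantified ADP after 45 min at room temperature, with 1.25 nM T. brucei PFK, 0.1 mM ATP and 0.5 mM fructose-6-phosphate in pH 8.0 TEA buffer. qHTS titrations up to 57 µM; curves classified by quality.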
Mito fusion yeast = qHTS Assay for Small Molecule Inhibitors of Mitochondrial Division or Activators of Mitochondrial Fusion; Potency, µM (series often up to 46.1 µM), for inactives: at the highest dose growth rescue (activation), actives largely listed as activators; S. cerevisiae fusion-defective mutant growth rescue, CellTiterGlo 48 h; AID 485298, 2010; hit rate 0.23% among 320,000;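 note: potency is the fitted concentration of half-maximal effect; % of control where 0% means no effect; nearly all actives have a fitted effect of over 45% in size; temperature-sensitive fusion mutants such as fzo1-1 at 37 °C on non-fermentable ethanol glycerol medium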
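Luminescent cell viability in 1536-well qHTS format served as the measure of rescued growth in ts fusion-mutant S. cerevisiae cultured on non-fermentable YPEG for 48 hours at 37C.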
TCR act = Activators of T cell receptors: qHTS campaign; primary human leukocytes, anti-CD3, IL-2 HTRF, 48 h; Potency, µM (top dose mostly 9.22 µM), without a hit: top-dose activation of IL-2 secretion, hits mostly activators; AID 504894, 2011; 330,000 tested, under 10 active; note: % of control where 0% means no effect
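Primary human leukocytes were stimulated with a-CD3 beads plus compounds for 48 hr without co-stimulation; secreted IL-2 was quantified by HTRF using a-IL-2-K (europium cryptate) and a-IL-2-d2, excited at 320nm with acceptor emission read at 665nm.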
PTAP TSG101 blk = qHTS Assay for Iinhibitors of HIV-1 Budding by Blocking the Interaction of PTAP/TSG101; 340,000 tested, under 10 active; Tumor susceptibility gene 101 protein (Homo sapiens), Q99816; AID 493005, 2010; Potency, µM (highest dose often 115 µM), for inactives: at the highest dose activity change, negative = inhibition, hits mostly inhibitors; Fluorescence polarization, FITC-PTAP peptide / Tsg101 binding; active = well fitted inhibition curve with a large enough effect in the main read-out, with a control signal flat, not every such curve was filed as active; inconclusive = small, poorly fitted or top-dose-only effect, or effect the other way, or a change in a side signal; inactive = no such curve, though single readings can be large or run the other way; note: potency is the fitted concentration of half-maximal effect; % of control where 0% means no effect
Target sequence (Q99816 whole entry, looked up): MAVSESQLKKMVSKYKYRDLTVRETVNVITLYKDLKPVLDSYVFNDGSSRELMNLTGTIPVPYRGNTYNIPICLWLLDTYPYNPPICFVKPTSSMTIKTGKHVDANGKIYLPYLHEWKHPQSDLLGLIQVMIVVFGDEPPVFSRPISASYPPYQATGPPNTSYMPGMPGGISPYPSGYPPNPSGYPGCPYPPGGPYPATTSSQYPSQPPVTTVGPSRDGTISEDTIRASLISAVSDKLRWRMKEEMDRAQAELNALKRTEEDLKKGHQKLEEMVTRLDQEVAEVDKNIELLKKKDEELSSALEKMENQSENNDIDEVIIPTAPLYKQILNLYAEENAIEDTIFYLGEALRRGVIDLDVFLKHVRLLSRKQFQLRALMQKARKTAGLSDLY
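Fluorescence anisotropy tracks displacement of a FITC-tagged PTAP peptide (50 nM) from the Tsg101 binding domain (10 uM), following a 20 min room-temperature incubation at pH 7.5.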
Active calls of the source: *; [ ] = another dose, or the depositor's remark. Unless noted, calls come from the whole dose curve; as a rule, active = well fitted curve in the direction sought with a large enough effect; inconclusive = small, poorly fitted or top-dose-only effect, or another doubt; inactive = no such curve, though single readings can be large; an effect the other way counts as inactive or inconclusive.

Screening COc1ccc(C(=O)NCCCc2ccccc2)cc1OC returned USP2a block 0%, ELG1 DNA repair inconclusive, B2AR arrestin -0.1%, uPA generation 0%, TSHR antagonist 8, Eya2 inh -24%, Chronic BCR inh 8%, Tb PFK inh 2%, Mito fusion yeast -2%, TCR act -2% and PTAP TSG101 blk 0%.
`O=C(O)c1cccc(NC(=S)N/N=C/c2cccc(O)c2)c1` gave USP2a block -1%, ELG1 DNA repair inconclusive, B2AR arrestin -0.3%, uPA generation 2%, TSHR antagonist 21, Eya2 inh 10%, Chronic BCR inh inconclusive, Tb PFK inh -6%, Mito fusion yeast -1%, TCR act -2% and PTAP TSG101 blk 0%.
For CCC(=O)OCn1nnc2ccccc2c1=O the results were USP2a block 3%, ELG1 DNA repair -7%, B2AR arrestin -0.2%, uPA generation -7%, TSHR antagonist -3, Eya2 inh 5%, Chronic BCR inh -12%, Tb PFK inh 1%, Mito fusion yeast 7%, TCR act -5% and PTAP TSG101 blk 1%.
Screening Clc1nc(CN2CCCCC2)nc2sc3c(c12)CCCC3 returned USP2a block 0%, ELG1 DNA repair -10%, B2AR arrestin 0.0%, uPA generation inconclusive, TSHR antagonist 8, Eya2 inh 15%, Chronic BCR inh inconclusive, Tb PFK inh -5%, Mito fusion yeast 2%, TCR act 2% and PTAP TSG101 blk -2%.
Screening COc1ccc(C)cc1NC(=O)CNC(C)C(=O)Nc1ccc(C(C)=O)cc1 (stereo unspecified) returned USP2a block 3%, ELG1 DNA repair inconclusive, B2AR arrestin -0.5%, uPA generation 1%, TSHR antagonist 2, Eya2 inh -14%, Chronic BCR inh -7%, Tb PFK inh -2%, Mito fusion yeast -8%, TCR act 9% and PTAP TSG101 blk 0%.
Cc1ccc(C(=O)NCC(c2ccco2)N2CCc3ccccc3C2)cc1C (stereo unspecified) was read as USP2a block -2%, ELG1 DNA repair -12%, B2AR arrestin -0.6%, uPA generation -3%, TSHR antagonist -13, Eya2 inh 9%, Chronic BCR inh 10%, Tb PFK inh 0%, Mito fusion yeast 21%, TCR act -4% and PTAP TSG101 blk -4%.
Screening Cc1c(NC(=O)Nc2ccccc2[N+](=O)[O-])c(=O)n(-c2ccccc2)n1C returned USP2a block -1%, ELG1 DNA repair 2%, B2AR arrestin 0.0%, uPA generation -2%, TSHR antagonist 9, Eya2 inh inconclusive, Chronic BCR inh 1%, Tb PFK inh 1%, Mito fusion yeast -2%, TCR act 4% and PTAP TSG101 blk 1%.
For O=C(NCCN1CCOCC1)c1cc([N+](=O)[O-])ccc1Cl the results were USP2a block 3%, ELG1 DNA repair 1%, B2AR arrestin -1.1%, uPA generation -3%, TSHR antagonist 2, Eya2 inh -8%, Chronic BCR inh -1%, Tb PFK inh 3%, Mito fusion yeast -1% and PTAP TSG101 blk -1%.
COCCn1c(C(C)C)nc2oc3ccccc3c(=O)c2c1=O was read as USP2a block 1%, ELG1 DNA repair 1.4µM*, B2AR arrestin -0.8%, uPA generation -1%, TSHR antagonist -4, Eya2 inh -3%, Chronic BCR inh 10%, Tb PFK inh -3%, Mito fusion yeast 4%, TCR act 3% and PTAP TSG101 blk -5%.
`CN(Cc1nc(-c2cccc(Cl)c2)no1)C1CCOCC1` gave USP2a block 0%, ELG1 DNA repair inconclusive, B2AR arrestin -1.2%, uPA generation 11%, TSHR antagonist 7, Eya2 inh 1%, Chronic BCR inh inconclusive, Tb PFK inh -6%, Mito fusion yeast 1%, TCR act 9% and PTAP TSG101 blk -5%.
Screening Clc1nnc(Cl)c2c1ncn2Cc1ccccc1 returned USP2a block -1%, ELG1 DNA repair -3%, B2AR arrestin 0.5%, uPA generation -3%, TSHR antagonist -11, Eya2 inh -9%, Chronic BCR inh -6%, Tb PFK inh -1%, Mito fusion yeast 9%, TCR act 8% and PTAP TSG101 blk 0%.
`O=C1CC(c2ccco2)CC(O)=C1C=NCCN1CCN(C(=O)Nc2ccc(Cl)cc2)CC1` (stereo unspecified) gave USP2a block -2%, ELG1 DNA repair 2%, B2AR arrestin -0.2%, uPA generation -1%, TSHR antagonist 0, Eya2 inh -5%, Chronic BCR inh -2%, Tb PFK inh 0%, Mito fusion yeast -4%, TCR act -1%[46.1 µM] and PTAP TSG101 blk -2%.
CC1CN(C(=S)Nc2ccc(F)cc2F)CC(C)O1 (stereo unspecified) was read as USP2a block 4%, ELG1 DNA repair 6%, B2AR arrestin -2.4%, uPA generation -20%, TSHR antagonist 9, Eya2 inh -12%, Chronic BCR inh -2%, Tb PFK inh -2%, Mito fusion yeast -3%, TCR act 2% and PTAP TSG101 blk -2%.
Screening C=CCN1C(=O)c2ccc(C(=O)NCCOc3ccccc3F)cc2C1=O returned USP2a block 1%, ELG1 DNA repair inconclusive, B2AR arrestin -0.3%, uPA generation 2%, TSHR antagonist -13, Eya2 inh -3%, Chronic BCR inh 12%, Tb PFK inh -11%, Mito fusion yeast 0%, TCR act 0% and PTAP TSG101 blk -5%.
Screening CN(CC(=O)Nc1cccc(F)c1)CC(=O)NC(c1ccccc1)c1ccccc1 returned USP2a block -1%, ELG1 DNA repair -20%, B2AR arrestin -0.1%, uPA generation -1%, TSHR antagonist -7, Eya2 inh -2%, Chronic BCR inh -9%, Tb PFK inh 0%, Mito fusion yeast -2%, TCR act 0% and PTAP TSG101 blk 1%.
`O=C(COc1ccc(Cl)cc1)NCCNc1ccc([N+](=O)[O-])cc1` gave USP2a block 0%, ELG1 DNA repair 0%, B2AR arrestin -0.7%, uPA generation 10%, TSHR antagonist -9, Eya2 inh 1%, Chronic BCR inh -6%, Tb PFK inh -10%, Mito fusion yeast -12%, TCR act 16% and PTAP TSG101 blk 0%.
`Cc1cccc(C2=NN(c3ccccc3)[C@@H](C(=O)N3CCOC3=O)[C@@H]2C)c1` gave USP2a block -7%, ELG1 DNA repair -5%, B2AR arrestin 0.9%, uPA generation 15%, TSHR antagonist -2, Eya2 inh -17%, Chronic BCR inh 1%, Tb PFK inh 0%, TCR act 2%[46.1 µM] and PTAP TSG101 blk -3%.
`FC(F)(F)c1ccccc1CN1CCN(C2CCCCCC2)CC1` gave USP2a block 2%, ELG1 DNA repair -18%, B2AR arrestin 0.1%, uPA generation -5%, TSHR antagonist 5, Eya2 inh 2%, Chronic BCR inh 0%, Tb PFK inh -7%, Mito fusion yeast 0%, TCR act 5%[46.1 µM] and PTAP TSG101 blk -7%.
Screening Cc1onc(-c2ccccc2)c1C(=O)N(C)CC(=O)Nc1ccc(F)c(F)c1F returned USP2a block 1%, ELG1 DNA repair -8%, B2AR arrestin -0.2%, uPA generation -15%, Eya2 inh 1%, Chronic BCR inh 1%, Tb PFK inh 4%, TCR act -4% and PTAP TSG101 blk -8%.
NC(=O)Cn1cnc(-c2ccccc2)c1 was read as USP2a block 3%, ELG1 DNA repair 9%, B2AR arrestin -0.2%, uPA generation 1%, TSHR antagonist -9, Eya2 inh -12%, Chronic BCR inh 4%, Tb PFK inh 3%, Mito fusion yeast 2%, TCR act -2% and PTAP TSG101 blk -1%.
For Nn1c(SCC(=O)NC2CCCC2)nnc1-c1ccccc1F the results were USP2a block -1%, ELG1 DNA repair -4%, B2AR arrestin -0.7%, uPA generation 3%, TSHR antagonist 0, Eya2 inh -4%, Chronic BCR inh 4%, Tb PFK inh -1%, Mito fusion yeast 1%, TCR act -5% and PTAP TSG101 blk -3%.
For O=C(Nc1ccccc1Cl)N1CCN(Cc2ccc3c(c2)OCO3)CC1 the results were USP2a block 2%, ELG1 DNA repair 3%, B2AR arrestin -0.3%, uPA generation 0%, TSHR antagonist -12, Eya2 inh 9%, Chronic BCR inh 11%, Tb PFK inh 3%, Mito fusion yeast -2%, TCR act 1% and PTAP TSG101 blk -2%.
